# DUSP3 inh: VHR1 (DUSP3) phosphatase inhibition | P51452 | recombinant VHR phosphatase, colorimetric substrate read-out | inhibition, % at 20 µM | 0.7% of 50,000 active | AID 1992; in the data active = inhibition above about 60%; note: some results filed as inactive read as strong as hits
# Target sequence (P51452 whole entry, looked up): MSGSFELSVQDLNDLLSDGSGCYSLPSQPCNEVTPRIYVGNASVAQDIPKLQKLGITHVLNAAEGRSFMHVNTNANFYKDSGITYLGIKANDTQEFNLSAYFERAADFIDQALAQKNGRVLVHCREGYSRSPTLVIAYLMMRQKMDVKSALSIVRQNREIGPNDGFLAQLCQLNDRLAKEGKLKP
# * hit, by the source's call. This is a subset; count on the stated rates, not on these rows.
# Preview:
SMILES,DUSP3 inh
COc1ccc(-n2c(=O)c3c4c(sc3n3c(=S)[nH]nc23)CCCC4)cc1,102
CCN1C(=O)/C(=C\c2cc(Cl)c(OCCOc3cccc(OC)c3)c(OC)c2)SC1=S,-8
CCSc1nc(O)c(Cc2ccccc2)c(=O)n1-c1ccc(C)cc1,5
COc1ccc(C2NC(=O)NC(O)(C(F)(F)F)C2C(=O)c2ccc(Br)cc2)cc1 (centres undefined),-12
C=COCn1c2ccc(Cl)cc2c2cc(Cl)ccc21,-13
Cc1ccc(OCC(=O)Nc2cccc(I)c2)c(Br)c1,-9
COc1cc(C(=O)Nc2cc(-c3nc4ccccc4s3)ccc2C)cc(OC)c1OC,-38
CCCCc1c(C)nc(N/N=C/c2c(F)c(F)c(F)c(F)c2F)[nH]c1=O,-35
COC(=O)c1ccc(/C=N/N=C(N)N)cc1,-3
OC(CNc1ccc(F)cc1)COc1ccc(OCC(O)CNc2ccc(F)cc2)cc1 (centres undefined),-34
O=c1c2cc([N+](=O)[O-])ccc2[nH]c2c1[nH]c1ccccc12,4
CC(C)(C)c1csc(N/N=C/c2ccc(Br)cc2)n1,15
Cc1nc(N)sc1C(=O)N/N=C/c1ccc(Cl)cc1Cl,4
Cc1cc(NC(=O)CSc2ccccn2)no1,0
CCN(C(=O)Cc1ccc(Cl)cc1)c1ccccc1C,-10
C/C=C/C=C(\NC(=O)c1ccccc1)C(=O)O,-14

# This part in full (from the top)
SMILES,DUSP3 inh
COc1ccc(-n2c(=O)c3c4c(sc3n3c(=S)[nH]nc23)CCCC4)cc1,102
CCN1C(=O)/C(=C\c2cc(Cl)c(OCCOc3cccc(OC)c3)c(OC)c2)SC1=S,-8
CCSc1nc(O)c(Cc2ccccc2)c(=O)n1-c1ccc(C)cc1,5
COc1ccc(C2NC(=O)NC(O)(C(F)(F)F)C2C(=O)c2ccc(Br)cc2)cc1 (centres undefined),-12
C=COCn1c2ccc(Cl)cc2c2cc(Cl)ccc21,-13
Cc1ccc(OCC(=O)Nc2cccc(I)c2)c(Br)c1,-9
COc1cc(C(=O)Nc2cc(-c3nc4ccccc4s3)ccc2C)cc(OC)c1OC,-38
CCCCc1c(C)nc(N/N=C/c2c(F)c(F)c(F)c(F)c2F)[nH]c1=O,-35
COC(=O)c1ccc(/C=N/N=C(N)N)cc1,-3
OC(CNc1ccc(F)cc1)COc1ccc(OCC(O)CNc2ccc(F)cc2)cc1 (centres undefined),-34
O=c1c2cc([N+](=O)[O-])ccc2[nH]c2c1[nH]c1ccccc12,4
CC(C)(C)c1csc(N/N=C/c2ccc(Br)cc2)n1,15
Cc1nc(N)sc1C(=O)N/N=C/c1ccc(Cl)cc1Cl,4
Cc1cc(NC(=O)CSc2ccccn2)no1,0
CCN(C(=O)Cc1ccc(Cl)cc1)c1ccccc1C,-10
C/C=C/C=C(\NC(=O)c1ccccc1)C(=O)O,-14
O=c1/c(=C/c2ccccc2OCc2ccc(Cl)cc2)sc2nc3ccccc3n12,-4
COc1cc2c(cc1NCc1ccc([N+](=O)[O-])cc1)oc1ccccc12,26
Cc1ccc(C(=O)N/C(=C/c2cccnc2)C(=O)Nc2ccc(F)cc2)cc1,0
COc1ccc(OC)c(C2c3c(-c4ccccc4)n[nH]c3C(=O)N2c2ccccc2)c1 (centres undefined),6
CN(C)c1ccc(NC(=O)C(N)=O)cc1,-3
COc1ccc2nc(NC(=S)NC(=O)c3ccc(Cl)cc3)sc2c1,-12
Clc1ccccc1CSc1nc2ccccc2o1,-1
Cc1ccc(OCC(=O)Nc2sc3c(c2C(N)=O)CCC3)c(C)c1,16
CCSc1nnc(NC(=O)c2cc(-c3ccc(OC)cc3)nc3ccccc23)s1,33
Cc1ccc(C(=O)Nc2ccc(N3CCOCC3)c(Cl)c2)cc1C,-6
COC(=O)c1cc2nc(-c3ccc(Br)cc3)cc(C(F)(F)F)n2n1,-13
Cc1ccc(C2=NN(C(=O)CCC(=O)O)C(c3cccc([N+](=O)[O-])c3)C2)cc1 (centres undefined),-17
COc1ccc(NC(=O)C2C3CCC4C(CCC32)C4(Cl)Cl)cc1 (centres undefined),-11
CC1=C(C(=O)Nc2ccc(C)cc2)C(c2ccc(F)cc2)NC(=O)N1 (centres undefined),-17
COc1ccc(C2/C(=C(/O)c3ccc(Cl)cc3)C(=O)C(=O)N2C)c(OC)c1 (centres undefined),8
O=C(CC12CC3CC(CC(C3)C1)C2)Nc1nccs1,-2
CCOc1cccc(N2C(=O)NC(=O)/C(=C\c3ccc(Sc4ccccc4)o3)C2=O)c1,-5
Cc1ccc(Cl)cc1N(Cc1ccc(C(=O)O)cc1)S(=O)(=O)c1ccccc1,-11
Cc1cc(=O)n2/c(=C\c3ccc(Br)cc3)c(=O)[nH]c2n1,-20
CC1CCc2c(sc(NC(=O)c3cccnc3)c2C(=O)Nc2ccccc2)C1 (centres undefined),-13
Cc1cc(C)n(C2CC(=O)N(c3ccccc3)C2=O)n1 (centres undefined),-25
CCOC(=O)C1=C(c2ccccc2)N=C2SCC(=O)N2C1c1ccc2c(c1)OCO2 (centres undefined),1
Cc1cc(C)n(-c2cc(NCCO)nc(-c3ccc(Br)cc3)n2)n1,-87
O=c1c2c([nH]c3ccccc13)CCCCC2,-11
CCOc1ccc(NC(=O)c2c(NC(C)=O)sc3c2CCCC3)cc1,6
CC(=O)Nc1ccc(S(=O)(=O)Nc2cc(C)cc(C)c2)cc1,-24
CC(Oc1ccccc1)C(=O)Nc1cccc(NC(=O)C(C)Oc2ccccc2)n1 (centres undefined),13
COC(=O)C1=C(C)NC(=S)NC1c1ccc(OCC(=O)N2CCOCC2)c(OC)c1 (centres undefined),-1
O=C1NN(c2ccccc2)C(=O)/C1=C/c1ccc(-c2cccc([N+](=O)[O-])c2)o1,-1
Cc1cc(Cl)cc(C)c1OCCCCCCn1ccnc1,-9
CCOC(=O)c1c(/N=C/c2c(O)c([N+](=O)[O-])cc3oc4c(c23)CCCC4)sc(C)c1C,-21
COC(=O)C1=C(C)N(c2ccccc2)C(=S)NC1c1ccc(OC)cc1 (centres undefined),16
Cc1ccc(OCCn2c(SCc3nc4ccccc4[nH]3)nc3ccccc32)cc1,-5
Cc1ccc(NC(=O)/C=C/c2ccc(Cl)cc2)c([N+](=O)[O-])c1,-12
Cc1cc(=O)[nH]c2cc(-c3ccccc3)nn12,97*
NNC(=O)Cn1nc(-c2ccccc2)c2ccccc2c1=O,-3
Cc1ccc(S(=O)(=O)N(C)C)c(C)c1N1CCc2cnn(S(=O)(=O)c3ccc(Cl)cc3)c21,7
Cc1cc2ncn(/N=C\c3ccccc3)c2cc1C,-58
O=S(=O)(c1ccc(Cl)cc1)N1CCN(C2CC3CCC2C3)CC1 (centres undefined),-21
CC(C)(C)C1CCc2c(sc(NC(=O)C3CC3c3ccccc3)c2C(N)=O)C1 (centres undefined),9
O=C(O)CCC(=O)Nc1sc2c(c1C(=O)Nc1ccc(Cl)cc1)CCCCC2,14
CN1CCN(C(=O)/C(=C/c2cccc3ccccc23)NC(=O)c2ccccc2)CC1,10
COc1cc(/C=C(\C#N)c2nc3ccc(C)cc3[nH]2)cc(OC)c1OC(C)=O,-4
O=C(O)/C(=C/C(=O)c1ccccc1)N=Nc1c(O)[nH]c2ccccc12,9

# The list continues:
SMILES,DUSP3 inh
Cc1nnc(C)n1/N=C/c1ccc(Br)cc1,-12
Cc1ccc(-c2nc3n(n2)C(=O)CCS3)cc1,6
COc1ccccc1-c1cc(-c2ccccc2)nc(SC(C(N)=O)c2ccccc2)c1C#N (centres undefined),-11
Cc1cccc(N2C(=O)/C(=C/c3ccc(Cl)cc3)SC2=S)c1C,-11
CC1=NN(c2ccccc2)C(=O)/C1=C\c1ccc(O)cc1,1
Cc1ccc2c(Cl)c(C(=O)Nc3ncccc3Cl)sc2c1,-11
COc1ccc(CCN(C(=S)Nc2ccccc2)C2CC(=O)N(c3ccccc3)C2=O)cc1 (centres undefined),-14
COc1ccc(S(=O)(=O)N(CC(=O)N2CCCCCC2)c2cc(C)cc(C)c2)cc1OC,2
CC(Sc1n[nH]c(=O)[nH]c1=O)C(=O)OCc1ccccc1 (centres undefined),6
O=[N+]([O-])c1ccc(-c2[nH]c(-c3cccs3)nc2-c2ccccc2)cc1,-7
CCOC(=O)C1=NNC2C(=O)N(Cc3ccccc3)C(=O)C12 (centres undefined),-30
O=C(CSc1cccc2cccnc12)N1CCOCC1,-21
COc1ccc(/C=C2/SC(=O)N(CNc3ccc(Br)cc3C)C2=O)c(OC)c1,2
Cc1ccc2cc(C)c(N3CCC(C)CC3)nc2c1,9
COc1ccc(OCc2ccccc2)c(C=O)c1,2
COc1ccc(S(=O)(=O)n2cnc(C)c2)cc1,-22
O=C(COc1cccc2ccccc12)NNC(=O)c1ccc(Cl)c(Cl)c1,10
CN(C)/C=C/C=C1C(=O)OC(C)(C)OC1=O,-6
COc1ccc(C(=O)Nc2ccc(NC(=O)c3cc4ccccc4o3)c(OC)c2)cc1Br,-20
Cc1ccc(O)c(NC(=O)c2cc3n(n2)C(C(F)(F)F)CC(c2ccc(F)cc2)N3)c1 (centres undefined),-16
O=C(NCCO)/C(=C/c1cccc([N+](=O)[O-])c1)NC(=O)c1cccs1,7
CCc1nn2c(C(F)(F)F)cc(=O)[nH]c2c1C,-3
CC(=O)Nc1ccc(S(=O)(=O)Nc2cccc(C)c2C)cc1,-28
COc1cccc(OCCOc2cccc(/C=C3/SC(=S)N(c4ccccc4)C3=O)c2)c1,-11
O=C1C(=O)N(c2nccs2)C(c2cccc(Br)c2)/C1=C(\O)c1ccc(F)cc1 (centres undefined),-20
COc1ccc(C2=C/C(=C/c3ccc(Cl)cc3)C(=O)O2)cc1,-8
O=C(c1ccccc1)C1(C(=O)c2ccccc2)CCCC1,-14
Cc1ccc(O)c(NC(=O)c2ccc(-c3ccccc3)cc2)c1,-7
COc1cc(C=C2C(=O)NC(=O)NC2=O)ccc1OC(C)C,3
O=C(O)CCCC(=O)Nc1nc(-c2ccc(F)cc2)cs1,-16
O=C(N/N=C/c1c(Cl)cccc1Cl)c1cc(-c2cccc([N+](=O)[O-])c2)n[nH]1,11
Cc1ccc(CSCCNC(=O)CN(c2ccc(C)cc2)S(=O)(=O)c2ccc(F)cc2)cc1,10
Cc1ccc(S(=O)(=O)NCCOc2ccc(Cl)cc2)cc1[N+](=O)[O-],-5
Cc1cc(C(=O)NCCC(C)C)ccc1[N+](=O)[O-],-9
CC1CCN(Cc2c(O)ccc3c4c(c(=O)oc23)CCC4)CC1,-16
O=c1c(Oc2ccccc2Br)c(C(F)(F)F)oc2c(CN3CCCC3)c(O)ccc12,4
O=C(Cn1c(NCCO)nc2ccccc21)c1ccc(Cl)c(Cl)c1,11
CCC(Oc1ccccc1)C(=O)Nc1ccc(C)c([N+](=O)[O-])c1 (centres undefined),-2
CCOc1cccc(/C=N/NC(=O)c2cc(-c3cccc4ccccc34)n[nH]2)c1O,23
COc1cccc(C(=O)Nc2ccccc2CO)c1,-47

# 2 compounds drawn at random from the list so far, as already listed:
SMILES,DUSP3 inh
CC(=O)Nc1ccc(S(=O)(=O)Nc2cccc(C)c2C)cc1,-28
O=C(c1ccccc1)C1(C(=O)c2ccccc2)CCCC1,-14

# Next section:
SMILES,DUSP3 inh
Cc1cccc(S(=O)(=O)N2CCSC2c2cccc(Cl)c2)c1 (centres undefined),-25
C=CCOc1ccc(/C=C2\SC(=Nc3ccccc3)NC2=O)cc1OC,-23
C1CCC(N2CCC(N3CCCCC3)CC2)CC1,5
CCc1cc2c(-c3ccccc3)cc(=O)oc2cc1OC(C)C(=O)O (centres undefined),6
COc1ccc(N=C2NC(=O)/C(=C/c3ccc(I)o3)S2)cc1,-2
Cc1cccc(N2CCN(S(=O)(=O)c3ccccc3)CC2)c1,8
Cc1cccc(N2C(=O)NC(=O)/C(=C/c3ccc(Br)o3)C2=O)c1,30
Cc1ccc(OCCn2c(=S)[nH]c3ccccc32)cc1,-11
CCNC(=S)Nc1ccccc1Cl,1
CCOC(=O)C1=C(O)/C(=C\c2ccc(Cl)cc2Cl)N=C1C,0
CC(C)C12CN3CCN(CC(C3)/C1=N\O)C2,4
CCOC(=O)c1c(NC(=O)CSc2ncnc3sc4c(c23)CCCC4)sc2c1CCCC2,2
CC(=O)c1cccc(NC(=O)Nc2ccccc2C)c1,-5
CC(C)CC(=O)N1c2ccccc2NC2=C(C(=O)CC(C)(C)C2)C1c1cccs1 (centres undefined),10
COc1ccc(CNC(=O)CSCc2cccc(Br)c2)cc1,-2
COc1ccc(NC(=O)C2CC3CCC2C3)cc1OC (centres undefined),62
CCCOc1ccc(/C=N/N2CCN(Cc3ccc(C)cc3)CC2)cc1,-10
CCOC(=O)C1=C(C)N=c2s/c(=C\c3ccc(N(C)C)cc3)c(=O)n2C1/C=C/c1ccccc1 (centres undefined),-3
CCc1c(C)nc2cc(-c3cccc(F)c3)[nH]n2c1=O,-8
COc1ccc(C(=O)Nc2ccc3nn(-c4ccc(F)cc4)nc3c2)cc1,5
CCOc1cc(C(=O)Nc2ccc(C(=O)OC)cc2)cc(OCC)c1OCC,-21
CCOC(=O)/C(C#N)=C1\C(Cl)=C(Cl)c2ccccc21,4
O=c1c([N+](=O)[O-])c(NC2CCCCC2)c2ccccc2n1-c1ccccc1,-11
CCOC(=O)C1=C(C)N=C2SCC(=O)N2C1c1cc(OC)ccc1OC (centres undefined),-7
NC(=O)/C(=C\c1ccc2c(c1)OCO2)NC(=O)c1ccco1,17
O=C1C(=O)N(c2nc3ccccc3s2)C(c2cccc(F)c2)/C1=C(/O)c1ccccc1 (centres undefined),0
CC1=C(C(=O)OCc2ccccc2)C(c2ccc(C)s2)C2=C(CCCC2=O)N1 (centres undefined),-1
CCOc1ccc(C(=O)Nc2cccc3nsnc23)cc1Cl,-23
COc1cccc(C=C2C(=O)NC(=S)NC2=O)c1OCC#N,2
O=C(CSc1nc2sc3c(c2c(=O)[nH]1)CCCC3)N1CCOCC1,-1
COC(=O)CN1C(=O)/C(=C\C=C\c2ccccc2)SC1=S,-23
CCC(=Nc1ccccc1OC)C1=C(O)CC(C)(C)CC1=O,23
CC(C)Cn1c(CCN2C(=O)c3ccccc3C2=O)nc2ccccc2c1=O,-9
CC(=O)C1=C(O)C(=O)N(CCN2CCNCC2)C1c1ccc(Cl)cc1 (centres undefined),-18
Cc1c(C(=O)N(Cc2ccccc2)c2ccccn2)cccc1[N+](=O)[O-],-3

# Compound activity (PubChem BioAssay)
